# Screening data deposited in PubChem by several laboratories.
# EBNA-1 inhibitor – blocks EBNA-1 binding to DNA; EBNA-1 DNA binding, fluorescence polarization; inhibition, % at 14.8 µM; 0.34% of 300,000 active; AID 1950; in the data active = inhibition above about 28%
# PP1 inh – blocks human PP1-alpha phosphatase, a PP5 counter-screen; purified PP1alpha, OMFP fluorescence; inhibition, % at 6.7 µM; 0.9% of 320,000 active;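 active = inhibition above the mean inhibition of all tested compounds plus 3 SD, computed separately for each screening campaign, cut at about 15% in these data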
# Target sequence (P62136 whole entry, looked up): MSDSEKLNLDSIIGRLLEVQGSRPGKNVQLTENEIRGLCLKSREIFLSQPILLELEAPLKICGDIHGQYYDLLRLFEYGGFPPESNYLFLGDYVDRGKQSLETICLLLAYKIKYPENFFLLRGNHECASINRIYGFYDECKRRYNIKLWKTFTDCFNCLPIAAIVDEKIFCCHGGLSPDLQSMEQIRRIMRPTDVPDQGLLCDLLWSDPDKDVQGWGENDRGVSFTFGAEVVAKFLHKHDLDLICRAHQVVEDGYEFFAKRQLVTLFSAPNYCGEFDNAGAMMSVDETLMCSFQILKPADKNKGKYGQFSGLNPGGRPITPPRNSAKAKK
# Efflux pump mplx – blocks antifungal efflux pumps in multiplex yeast assay; S. cerevisiae Candida pump triplex, Nile Red efflux; inhibition, % at 10 µM; 0.44% of 330,000 active;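 active = plate passing quality check with inhibition over a set limit, or well fluorescence over plate mean plus 4 SD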;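 also: Nile Red retained in pooled yeast measured as flow cytometry median fluorescence; 0% = buffer negative control and 100% = Enniatin B positive control; higher means more Nile Red kept so more efflux inhibition; some compounds called inactive have numbers as strong as hits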
# Fh CTSL1 inh – blocks F. hepatica cathepsin L1 in PFM18AAP counter-screen | recombinant F. hepatica cathepsin L1, Z-Leu-Arg-MCA fluorescence | inhibition, % at 5.96 µM | 0.49% of 300,000 active | AID 1906;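 active = inhibition above the mean of all tested compounds plus 3 SD, set per screening campaign, cut at about 17% in these data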;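 also: 0% = plate median of test compound wells and 100% = 1 µM Z-Phe-Ala-diazomethylketone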
# TPT1 inhibitor – C. albicans TPT1 enzyme inhibition; recombinant caTPT1, FP RNA substrate dephosphorylation; inhibition, % at 5 µM; 0.81% of 300,000 active; AID 1962;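 active = inhibition above the mean of all tested compounds plus 3 SD, set per screening campaign, cut at about 24% in these data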;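 also: plate controls were DMSO alone for no effect and ferristatin control at 100 nM for full effect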
# PREPL inh – inhibits the human prolyl oligopeptidase-like enzyme. Q4J6C6. recombinant PREPL, fluorescence polarization activity-based probe. inhibition, % at 5.96 µM. 0.68% of 320,000 active. AID 2751; in the data active = inhibition above about 43%;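 also: 0% = enzyme with DMSO and 100% = wells lacking enzyme; many of its hits are not listed in these tables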
# Target sequence (Q4J6C6 whole entry, looked up): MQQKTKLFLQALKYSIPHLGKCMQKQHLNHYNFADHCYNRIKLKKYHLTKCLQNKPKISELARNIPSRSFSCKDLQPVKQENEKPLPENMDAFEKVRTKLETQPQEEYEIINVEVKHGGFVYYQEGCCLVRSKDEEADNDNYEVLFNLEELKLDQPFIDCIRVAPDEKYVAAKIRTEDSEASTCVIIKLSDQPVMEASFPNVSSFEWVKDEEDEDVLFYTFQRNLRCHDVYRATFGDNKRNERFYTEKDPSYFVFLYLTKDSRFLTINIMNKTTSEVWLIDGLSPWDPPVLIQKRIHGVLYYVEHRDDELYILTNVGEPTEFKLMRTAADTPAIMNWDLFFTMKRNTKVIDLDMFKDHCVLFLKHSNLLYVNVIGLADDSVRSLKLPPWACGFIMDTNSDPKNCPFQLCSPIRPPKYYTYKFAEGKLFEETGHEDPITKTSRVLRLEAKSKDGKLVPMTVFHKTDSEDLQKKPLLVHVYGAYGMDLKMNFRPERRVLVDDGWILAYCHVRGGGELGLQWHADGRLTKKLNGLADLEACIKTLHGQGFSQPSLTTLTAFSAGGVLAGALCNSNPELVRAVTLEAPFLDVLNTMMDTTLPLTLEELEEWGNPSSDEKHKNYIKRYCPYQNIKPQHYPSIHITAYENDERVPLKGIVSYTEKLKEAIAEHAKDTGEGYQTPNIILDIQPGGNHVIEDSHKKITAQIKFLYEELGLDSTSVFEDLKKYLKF
# PP5 primary – blocks human protein phosphatase 5 activity | P53041 | purified PP5c, OMFP substrate fluorescence | inhibition, % at 6.7 µM | 0.18% of 320,000 active | AID 1987;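 active = inhibition above the campaign's mean inhibition across all tested compounds plus 3 SD, cut at about 9.5% in these data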;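 also: 0% = DMSO only and 100% = 100 µM cantharidin control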
# ZTA counter – blocks Epstein-Barr virus ZTA, an EBNA-1 counter-screen; ZTA-DNA binding, fluorescence polarization; inhibition, % at 11 µM; 0.15% of 320,000 active; in the data active = inhibition above about 33%
# core dimer inh – blocks dimerization of HCV core protein; TR-FRET GST/Flag-core106 dimerization, 1536-well; inhibition, % at 5 µM; 0.33% of 300,000 active;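 active = inhibition above the mean of all tested compounds plus 3 SD, set per screening campaign, cut at about 45% in these data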
#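 Assay system: tagged HCV core106 pair (GST and Flag); medium: KF-containing HEPES buffer, pH 7.45, DTT, CHAPS, BSA; also added: Eu donor and XL665 acceptor anti-tag antibodies; dosing: 5 µM single dose; timing: compound-protein-antibody incubation 4 h at 22.5 °C; signal: TR-FRET 671 and 617 nm emission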
# * = called active by the depositor; · = not tested or not shown. Only part of the results is shown (hit frequency here may not be typical).
SMILES,EBNA-1 inhibitor,PP1 inh,Efflux pump mplx,Fh CTSL1 inh,TPT1 inhibitor,PREPL inh,PP5 primary,ZTA counter,core dimer inh
CC12CCC(=O)N1C(C(=O)Nc1nnc(SCc3ccc(F)cc3)s1)CS2 (stereo not drawn),3,1,-0.1,0,-4,9,3.1,-7,5
CC1C/C(=N/NC(=O)c2ccc(CSc3nc4ccccc4[nH]3)cc2)CC(C)(C)C1 (stereo not drawn),5,2,-0.2,1,-7,22,0.9,-6,1
CCOc1ccc2nc(SCC(=O)NC3CCS(=O)(=O)C3)[nH]c2c1 (stereo not drawn),7,-5,0.0,2,0,-4,0.3,11,-4
COc1ccccc1CCC(=O)N(Cc1ccccc1)c1c(N)n(Cc2ccccc2)c(=O)[nH]c1=O,2,4,-1.2,0,2,14,-1.1,-17,11
O=C(N[C@@H](Cc1ccccc1)C(=O)OCc1ccccc1)c1nc[nH]c1C(=O)NC1CCNCC1,1,3,0.0,0,-1,5,1.4,-12,-9
CCOc1ccc2c(c1)C(C)=CC(C)(C)N2C(=O)Nc1ccccc1F,7,2,-0.1,4,-1,9,-0.5,3,-9
CN(C(=O)c1ccc(NC(=O)Cc2ccc(NC(=O)C3CCCN(C(=O)C4CC4)C3)cc2)cc1)C1CC1 (stereo not drawn),·,3,0.1,·,·,-1,-0.6,-14,·
COc1ccccc1N1CCN(C(=O)/C=C/c2ccco2)CC1,-7,-2,-0.1,-1,0,3,4.0,7,-2
Cc1cccc(NC(=O)c2ccccc2NC(=O)C2CCCCC2)c1C,-5,1,0.0,-1,1,13,1.6,10,12
CCC(=O)Nc1ccc(-c2csc(NNC(C)=O)n2)cc1,6,-1,0.0,0,-3,4,-1.0,-8,0
COC(=O)/C=C1/SC(=Nc2ccc(C)cc2C)NC1=O,-6,-4,0.2,3,2,6,4.2,-1,4
Cc1ccc(N2C(=O)[C@@H]3[C@H](C2=O)C2CCCN2[C@@H]3C(=O)c2ccccc2)cc1 (stereo partly drawn),3,3,-0.1,3,-9,13,-1.5,6,58*
CN1C(=O)N(C)C2(c3ccccc3)NNC(N)=NC12c1ccccc1 (stereo not drawn),-2,-2,0.0,-4,-1,1,2.0,-2,3
COc1ccc(-c2nn(-c3ccccc3)cc2C(=O)Nc2nccs2)cc1,-4,2,0.0,1,-5,-12,2.1,-4,15
COc1cc2c(cc1OC)CN(c1ccc3ccccc3n1)CC2,-5,-2,0.1,-4,1,17,-2.9,-7,-8
Cc1ccccc1N1CN(Cc2ccco2)CNC1=S,-12,-3,-0.1,4,0,2,-0.6,-6,6
CCCCCc1ccc(-c2ccc(C(=O)O)cc2)nc1,7,12,-0.2,2,-1,3,1.2,12,8
O=C(Nc1ncn[nH]1)c1cc(S(=O)(=O)Nc2ccc(Cl)cc2)ccc1Cl,-3,3,0.2,2,-4,-3,2.4,2,-1
CCOC(=O)C1CCCN(CCC(=O)Nc2cccc(Cl)c2C)C1 (stereo not drawn),0,-1,-0.1,-2,-1,8,0.4,7,8
CN(C)C(=S)NC(=O)C12CC3CC(C)(CC(C)(C3)C1)C2,5,0,-0.1,-2,-3,9,0.6,3,3
CC(C)C(NC(=O)C(NC(=O)C1O[C@@H]2OC(C)(C)O[C@@H]2[C@H]2OC(C)(C)O[C@@H]12)C(C)C)C(=O)O (stereo partly drawn),-3,-1,0.0,9,-1,1,0.8,11,-6
COc1ccc(Cl)cc1NC(=O)c1nnn(CC(=O)Nc2cc(C)cc(C)c2)c1N,1,4,0.0,1,2,2,0.0,4,21
Cc1ccc2cc(/C=N/NC(=O)CN3CCCCC3)c(Cl)nc2c1,-13,0,0.3,7,1,8,-1.5,-7,-1
COc1ccc(CNC(=O)[C@@H]2CCCN2C(=O)[C@@H]2Cc3ccccc3CN2C(=O)OC(C)(C)C)cc1,2,1,-0.3,3,-2,6,2.8,3,-5
COc1ccc(OCCSc2nc3ccccc3c(=O)[nH]2)cc1,8,-5,0.1,2,4,24,4.5,6,4
# Continued:
SMILES,EBNA-1 inhibitor,PP1 inh,Efflux pump mplx,Fh CTSL1 inh,TPT1 inhibitor,PREPL inh,PP5 primary,ZTA counter,core dimer inh
CCn1c(CN2CCCCCC2=O)nnc1SCc1cnc(-c2ccccc2)s1,-11,-1,0.1,0,2,17,0.1,-8,0
O=C(Nc1cccc(NC(=O)c2cccs2)c1)c1ccc(Br)o1,2,4,0.1,2,1,-5,5.0,-7,1
CCCC(=O)Nc1nc2c(OC)ccc(OC)c2s1,4,1,-0.1,-4,-4,8,1.5,-16,-3
CCOC(=O)c1ccccc1NC(=O)Nc1ccc(OC)c(OC)c1,-1,1,-0.2,-5,-2,0,1.6,-27,-7
C/C=C/C(=O)Nc1cccc(C2=NOC3(C2)C[C@@H](C(N)=O)N(C(=O)/C(C)=C/C)C3)c1 (stereo partly drawn),9,-2,-0.1,-2,-2,-2,5.1,-7,-3
Oc1ccc2ccccc2c1C=Nc1ccc(Cl)cn1,16,-2,-0.1,0,0,0,-0.3,1,6
O=C(NNc1cccc(Cl)c1)c1cccnc1Cl,-2,4,0.0,-2,16,1,3.6,15,-6
O=C(Nc1ccc2c(c1)OCCO2)c1cc2ccccc2o1,4,-4,0.2,0,-4,8,1.8,3,-5
Cc1ccc(C(C)C)c(OCc2nn(CC(=O)c3ccc(Cl)cc3)c3[n+]2CCCCC3)c1,-4,23*,0.8,2,22,21,3.2,-16,-14
C#CCOCCOCCOCCNc1nc(N2CCN(C(=O)C([C@@H](C)CC)n3cc(C(N)Cc4ccc(O)cc4)nn3)CC2)nc(N2CCN(C(=O)[C@H](CCC(=O)O)n3cc(C(N)[C@H](C)CC)nn3)CC2)n1 (stereo partly drawn),-13,2,-0.1,5,-2,-7,1.5,0,-16
COc1ccc(-c2nn(-c3ccccc3)cc2C(=O)N2CCN(S(=O)(=O)c3cccc(F)c3)CC2)cc1,10,4,0.0,0,1,-23,3.0,-1,17
CSc1ccc(S(=O)(=O)NCC(=O)OCC(=O)N(C)Cc2ccccc2)cc1[N+](=O)[O-],-12,2,-0.2,-11,-7,16,1.2,-10,-9
Cc1cccc(NC(c2ccc(C)s2)c2ccc3ccc(C)nc3c2O)n1 (stereo not drawn),-13,6,0.1,5,-2,-2,0.6,-3,2
CNC(=O)NC(=S)NC(=O)c1ccc(OC)cc1,-7,-5,-0.1,-2,0,-4,-1.3,-2,-1
COc1cc(OC)c(C2N(c3ccc(Cl)c(Cl)c3)C(=O)C3CCCN32)cc1OC (stereo not drawn),-6,-3,0.4,1,-1,22,3.7,-21,0
CCc1cccc(C)c1NC(=O)COC(=O)CNC(=O)c1cccs1,-3,0,0.2,0,-3,15,0.8,-19,-1
COc1cc2c(cc1OC)CN(C(=O)C1CCCN1S(=O)(=O)c1ccc(C)cc1)CC2 (stereo not drawn),0,-3,-0.4,-1,-1,2,2.5,14,5
COc1ccccc1N1CCN(C(=O)C(C)NC(=O)c2cccc([N+](=O)[O-])c2)CC1 (stereo not drawn),-9,-4,-0.1,2,1,8,2.5,-2,-1
CCCNC(=O)c1onc(CSc2ccc(F)c(F)c2)c1C(=O)NCCC,7,8,0.1,0,-1,6,0.9,-2,5
COc1ccc(C(=O)N2CCN(Cc3ccc(OC)c(OC)c3)CC2)cc1,-1,-2,0.0,2,-4,2,1.2,-5,7
Cc1cc(C(F)F)n2ncc(C(=O)NCc3ccccc3F)c2n1,8,-2,0.0,1,1,2,-0.7,12,1
O=C1NC(c2ccccc2)=NC1(NS(=O)(=O)c1ccc(Cl)cc1)C(F)(F)F (stereo not drawn),0,-5,0.2,2,2,-6,-0.4,-5,3
CC(C(=O)NCC1CCCO1)n1cccc1C(=O)c1ccccc1 (stereo not drawn),-6,-3,-0.1,1,-3,12,-0.3,-5,-4
C=CCNC(=O)c1c(Cl)cccc1Cl,-2,-2,-0.1,5,1,-3,0.9,4,0
CSc1cccc(CN2CCN(Cc3ccccc3)C(CCO)C2)c1 (stereo not drawn),-6,4,0.1,-2,-1,15,0.8,2,-2

# core dimer inh, hit marks shown above
SMILES,EBNA-1 inhibitor,Efflux pump mplx,TPT1 inhibitor,PREPL inh,PP5 primary,core dimer inh
Cc1ccc(N2C(=O)[C@@H]3[C@H](C2=O)C2CCCN2[C@@H]3C(=O)c2ccccc2)cc1 (stereo partly drawn),3,-0.1,-9,13,-1.5,58*

# Going on with the list:
SMILES,EBNA-1 inhibitor,PP1 inh,Efflux pump mplx,Fh CTSL1 inh,TPT1 inhibitor,PREPL inh,PP5 primary,ZTA counter,core dimer inh
O=C(CCC1CCCC1)NNC(=O)c1ccc(F)cc1,·,-1,0.1,·,·,7,2.7,3,·
COc1cc(C)c(CNc2cccc(C)c2)cc1C,-4,0,0.0,-2,1,5,1.6,6,-1
O=C(CNCc1ccccn1)Nc1ccc([N+](=O)[O-])cc1C(=O)Nc1ccccc1F,6,-2,-0.1,1,6,-13,-1.2,5,7
O=C(NCCc1ccccc1)c1ccc(CS(=O)(=O)Cc2ccc(F)cc2)o1,8,-2,0.1,-3,-6,-7,1.7,-3,-1
O=C(CCCN1C(=O)/C(=C/c2cccs2)SC1=S)NNC(=O)c1cccnc1,-10,0,0.1,-4,23,-40,-2.3,-2,2
CN(C)S(=O)(=O)N1CCC(Oc2cccc(C(=O)NC3CCCCCC3)c2)CC1,6,3,0.1,1,-2,3,0.0,7,13
O=C(Nc1nc2c(ccc3ccccc32)s1)c1cc([N+](=O)[O-])ccc1N1CCOCC1,-3,-6,0.2,-3,-9,1,-1.8,-2,2
COc1ccc2c(c1)OC[C@H]1[C@H]2N2C(=O)CN(Cc3ccc(C)cc3)C(=O)[C@@]2(C)[C@H]1c1ccccc1,·,3,-0.1,·,·,4,1.7,-15,·
COCc1ccc(C(=O)N2CCCC(C(=O)c3ccc(Cl)cc3C)C2)o1 (stereo not drawn),-8,-2,0.2,-1,2,10,-0.3,6,1
COc1ccc(-n2nc(C(=O)N3CCCCC3)c(C)c(C#N)c2=O)cc1,0,0,-0.1,1,1,-5,-0.9,1,0
CCN(CC(=O)NCc1ccc(Cl)cc1)CC(=O)NC1(C#N)CCCC1,-10,-1,0.1,-3,4,3,-1.9,-6,-6
COc1ccccc1NC(=O)N1CCN(c2ccccc2F)CC1,-4,-2,0.1,-1,8,9,4.1,5,-11
Nc1nnnn1CC(=O)N/N=C/c1cccs1,5,-5,0.0,1,4,6,4.6,-6,0
O=C(/C=C/c1ccccc1)N(Cc1cccs1)C1CCS(=O)(=O)C1 (stereo not drawn),-14,0,0.0,4,2,-1,1.1,-3,-1
CCOc1ncccc1C(=O)Nc1cccc(S(=O)(=O)N2CCCCC2)c1,·,-2,-0.1,·,·,10,4.6,-15,·
Cc1cccc(C(=O)NNC(=O)C2CCN(C(=O)OC(C)(C)C)CC2)c1,-2,-1,0.1,-7,-2,-6,3.4,-5,1
O=C(Oc1cccc2cccnc12)c1ccc2c(c1)OCCO2,9,2,0.1,-1,1,0,1.5,5,7
CN1CCN(C=NC2=NN(c3cccc(C(F)(F)F)c3)CC2)CC1,1,-1,-0.5,0,2,17,1.0,-7,-32
NC(=O)c1cc(N2C(=O)C=CC2=O)ccc1Cl,-2,-4,-0.5,6,-1,4,0.3,-8,-1
COc1ccc(CCNC(=O)C2CCCN(S(=O)(=O)c3ccccc3)C2)cc1 (stereo not drawn),0,-8,-0.2,-4,0,8,0.2,-6,4
CNc1oc(-c2cccc3ccccc23)nc1C#N,-3,0,-0.1,-1,-3,11,3.0,-18,-1
